CHRM5 antagonist: human M5 muscarinic receptor antagonists, primary screen, CHO cells, Fluo-8 calcium fluorescence; Muscarinic acetylcholine receptor M5 (Homo sapiens), P08912; CHO-hM5 cells, ACh EC80; inhibition, % at 3 µM; 360,000 compounds, 0.59% hits; AID 624040, 2012;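 active means inhibition above a per-plate cutoff, the mean of that plate's test compounds plus 3 SD, cut at about 27% in these data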;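 further: 0% = acetylcholine EC80 with DMSO and 100% = DMSO without agonist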
Target sequence (P08912 whole entry, looked up): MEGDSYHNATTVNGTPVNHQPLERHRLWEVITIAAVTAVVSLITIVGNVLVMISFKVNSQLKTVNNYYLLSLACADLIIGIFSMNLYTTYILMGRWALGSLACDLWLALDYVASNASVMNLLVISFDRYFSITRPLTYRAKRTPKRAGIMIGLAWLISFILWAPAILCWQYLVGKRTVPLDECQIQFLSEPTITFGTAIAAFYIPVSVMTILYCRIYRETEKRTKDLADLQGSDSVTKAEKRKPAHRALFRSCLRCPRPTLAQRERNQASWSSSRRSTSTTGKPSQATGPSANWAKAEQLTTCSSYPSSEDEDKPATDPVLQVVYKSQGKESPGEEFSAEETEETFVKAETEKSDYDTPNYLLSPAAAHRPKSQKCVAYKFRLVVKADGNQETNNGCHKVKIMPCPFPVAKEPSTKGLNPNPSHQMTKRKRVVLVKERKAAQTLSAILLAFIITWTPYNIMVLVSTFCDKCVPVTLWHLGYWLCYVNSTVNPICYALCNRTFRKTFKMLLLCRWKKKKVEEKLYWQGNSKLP
M1 ag parental: counter-screen for M1 agonists: effect in parental CHO-K1 cells; Fluo-8 calcium fluorescence; scaled to maximal ATP response, vehicle zero; activation, % at 3 µM; 360,000 compounds, 0.48% hits; in the data active means activation above about 15%;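 further: untransfected CHO-K1 host cells lacking M1 receptor as counterscreen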
M5 PAM: human M5 muscarinic receptor positive allosteric modulators, primary screen, CHO-K1 cells, Fluo-8 calcium fluorescence | CHO-K1 hM5, ACh EC20 PAM; 0% = ACh EC20, 100% = ACh EC100 | activation, % at 3 µM | 360,000 compounds, 0.3% hits | AID 624038, 2012;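 active means activation above the run cutoff, the mean activation of all test compounds plus 3 SD, cut at about 18% in these data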
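system = human M5 receptor in CHO-K1 cells | reagent = EC20 acetylcholine as agonist stimulus | compound dosing = single-point, 3 µM nominal | incubation = Fluo-8 loading 80 min at 37 °C plus 30 min room temperature | detection = Fluo-8 calcium dye fluorescence, kinetic read | benchmarks = low control EC20 acetylcholine (0%), high control EC100 acetylcholine (100%)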
M4 PAM: human M4 muscarinic receptor positive allosteric modulators, primary screen, CHO-K1 cells, Fluo-8 calcium fluorescence | Muscarinic acetylcholine receptor M4 (Homo sapiens), P08173 | activation, % at 3 µM | CHO-K1 hM4/Gqi5, ACh EC20; 0% = ACh EC20, 100% = maximal ACh | AID 624126, 2012 | 360,000 compounds, 0.4% hits;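 active means activation above its plate's cutoff, the mean activation of sample wells plus 3 SD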; further: some results filed as inactive read as strong as hits
Target sequence (P08173 whole entry, looked up): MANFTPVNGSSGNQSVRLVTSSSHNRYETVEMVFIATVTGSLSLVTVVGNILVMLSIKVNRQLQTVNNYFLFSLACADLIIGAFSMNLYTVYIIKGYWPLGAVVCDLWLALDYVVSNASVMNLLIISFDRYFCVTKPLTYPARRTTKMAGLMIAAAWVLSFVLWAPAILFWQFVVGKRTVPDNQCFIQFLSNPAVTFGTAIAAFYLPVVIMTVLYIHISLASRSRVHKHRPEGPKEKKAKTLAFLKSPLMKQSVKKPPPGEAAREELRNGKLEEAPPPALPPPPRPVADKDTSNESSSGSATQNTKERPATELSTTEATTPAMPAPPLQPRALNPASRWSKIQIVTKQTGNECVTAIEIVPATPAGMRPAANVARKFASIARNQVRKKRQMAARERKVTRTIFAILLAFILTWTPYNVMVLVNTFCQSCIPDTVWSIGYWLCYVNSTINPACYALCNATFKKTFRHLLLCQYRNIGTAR
CHRM4 antagonist: human M4 muscarinic receptor antagonists, primary screen, CHO cells, Fluo-8 calcium fluorescence; Muscarinic acetylcholine receptor M4 (Homo sapiens), P08173; 360,000 compounds, 0.73% hits; inhibition, % at 3 µM; CHO-hM4 cells, ACh EC80;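 active means inhibition above its plate's cutoff, the mean inhibition of sample wells plus 3 SD, cut at about 27% in these data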;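 further: 0% = acetylcholine EC80 with DMSO and 100% = DMSO without agonist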
CHRM4 agonist: human M4 muscarinic receptor agonists, primary screen, CHO-K1 cells, Fluo-8 calcium fluorescence | CHO-K1 hM4/Gqi5; vehicle 0%, full acetylcholine response 100% | activation, % at 3 µM | 360,000 compounds, 0.14% hits | AID 624127, 2012;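 active means activation above the run mean over all test wells plus 3 SD, cut at about 32% in these data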;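 further: peak over basal fluorescence ratio per well then scaled between controls; 0% = DMSO wells and 100% = acetylcholine at EC100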
CHO-K1 Ca antag: counter-screen for M1 antagonists: effect in parental CHO-K1 cells; ATP-induced calcium, Fluo-8 fluorescence; inhibition, % at 3 µM; 360,000 compounds, 0.6% hits;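 active means inhibition above a per-plate cutoff, the plate's mean sample inhibition plus 3 SD, cut at about 24% in these data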;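 further: 0% = DMSO plus EC80 ATP and 100% = DMSO alone without ATP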
CHO-K1 Ca PAM: nonselective calcium activators in parental CHO-K1 cells, primary screen, counter-screen for M1 PAM project, cell-based, Fluo-8 calcium fluorescence, full deck, 1536-well; ATP EC20; 0% at ATP EC20, 100% at ATP max; activation, % at 3 µM; 360,000 compounds, 0.02% hits;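 active means activation above the run cutoff, the mean activation of all test compounds plus 3 SD, cut at about 40% in these data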;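 further: peak over basal fluorescence ratio in a 140 s read after ATP addition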
CHRM5 agonist: human M5 muscarinic receptor agonists, primary screen, CHO-K1 cells, Fluo-8 calcium fluorescence; Muscarinic acetylcholine receptor M5 (Homo sapiens), P08912; CHO-K1 hM5 cells; 0% DMSO wells, 100% maximal acetylcholine response; activation, % at 3 µM; 360,000 compounds, 0.19% hits; AID 624037, 2012;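 active means activation above the run's mean over test compounds plus 3 SD, cut at about 23% in these data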;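 further: signal is peak over basal fluorescence ratio across the kinetic read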
The depositor's hits bear a star. An unsorted share of the library, and some 2.7% of all compounds hit somewhere here.

SMILES	CHRM5 antagonist	M1 ag parental	M5 PAM	M4 PAM	CHRM4 antagonist	CHRM4 agonist	CHO-K1 Ca antag	CHO-K1 Ca PAM	CHRM5 agonist
C/C=C/c1ccc(OCC(=O)N(C)CC(=O)Nc2ccc(F)cc2)c(OC)c1	-1	4.4	9	4	0	4	-14	15	3
COc1ccccc1CNCC(=O)Nc1ccc(C#N)cc1	5	4.5	-2	-4	6	1	-14	-1	-1
CC(=O)N1CCc2cc(S(=O)(=O)NCCC(=O)Nc3cccc(C)c3C)ccc21	-7	0.2	3	-2	-1	2	12	-4	-3
N#CC(c1ccc(F)cc1)c1ccc(C(=O)c2ccccc2)cc1 (centres undefined)	-5	2.3	-9	-6	17	2	-10	19	-2
O=C(CC(NC(=O)c1ccccc1Cl)c1ccccc1)Nc1ccc2c(c1)OCO2 (centres undefined)	15	2.2	-11	-7	4	5	8	4	5
O=C(NCC1CCCO1)C1CCCN(S(=O)(=O)c2cccc(C(F)(F)F)c2)C1 (centres undefined)	10	0.5	-7	0	-2	2	-9	2	-2
COc1ccc(/C=C/C(=O)NCCc2ccc(S(N)(=O)=O)cc2)cc1	-12	1.3	3	-4	-5	2	-10	23	0
CCCCNC(=O)CN(c1cc(C(F)(F)F)ccc1Cl)S(C)(=O)=O	3	0.0	-2	-3	11	0	-5	-1	1
O=C(COC(=O)Cn1cnc2ccccc21)Nc1cccc([N+](=O)[O-])c1	1	1.1	7	0	2	2	-12	21	1
COc1ccc(-n2ccnc2SCC(=O)NC2CCCC2)cc1	-1	-0.1	7	0	4	-1	-2	-4	3
C=CCN=C1CC(C)(C)C(C(=O)OC)C(O)=C1C(=O)CCC (centres undefined)	7	-0.1	-2	4	2	-1	10	4	-2
Cc1ccc(NC(=O)CCN2CCOCC2)cc1C	12	0.9	3	-1	-1	0	-6	15	-8
CCN(C(=O)COC(=O)c1cc(S(=O)(=O)N2CCc3ccccc32)ccc1OC)C1CCS(=O)(=O)C1 (centres undefined)	-9	0.6	-1	-2	-5	3	4	-2	-2
Cc1ccc(C(=O)N/C(=C\c2ccco2)C(=O)NCC2CCCO2)cc1C (centres undefined)	0	0.3	-3	-2	12	1	12	-6	1
COC(=O)c1ccc(COC(=O)c2cccn2C)o1	15	0.8	-4	4	9	1	-21	4	-4
CCN(CC)CCN(C(=O)C1=COCCO1)c1nc2cc(C)cc(C)c2s1	1	1.6	-3	-2	9	3	2	-1	-5
Cc1ccc(CCNC(=O)C2CCN(c3nn4c(=O)cc(C)nc4s3)CC2)cc1	1	-0.1	3	-4	-12	1	6	-1	-2
Cc1cc(C)c2c(c1)-c1c(ssc1=S)C(C)(C)N2C(=O)CN1C(=O)c2ccccc2C1=O	-1	0.7	-3	3	2	0	-4	0	-1
Nc1ncnc2nc(SCCN3CCCCC3)[nH]c12	6	-0.6	-2	1	5	0	10	-6	0
COc1ccc(C(=O)NCc2ccco2)cc1S(=O)(=O)N1CCOCC1	16	1.3	-8	1	-2	0	-9	-3	-2

Sorted by SMILES length (smallest number first): part of the list above
SMILES	CHRM5 antagonist	M1 ag parental	M5 PAM	M4 PAM	CHRM4 antagonist	CHRM4 agonist	CHO-K1 Ca antag	CHO-K1 Ca PAM	CHRM5 agonist
COC(=O)c1ccc(COC(=O)c2cccn2C)o1	15	0.8	-4	4	9	1	-21	4	-4
C=CCN=C1CC(C)(C)C(C(=O)OC)C(O)=C1C(=O)CCC (centres undefined)	7	-0.1	-2	4	2	-1	10	4	-2
COc1ccc(C(=O)NCc2ccco2)cc1S(=O)(=O)N1CCOCC1	16	1.3	-8	1	-2	0	-9	-3	-2
CCN(CC)CCN(C(=O)C1=COCCO1)c1nc2cc(C)cc(C)c2s1	1	1.6	-3	-2	9	3	2	-1	-5
Cc1ccc(CCNC(=O)C2CCN(c3nn4c(=O)cc(C)nc4s3)CC2)cc1	1	-0.1	3	-4	-12	1	6	-1	-2
Cc1cc(C)c2c(c1)-c1c(ssc1=S)C(C)(C)N2C(=O)CN1C(=O)c2ccccc2C1=O	-1	0.7	-3	3	2	0	-4	0	-1

Continuation.
SMILES	CHRM5 antagonist	M1 ag parental	M5 PAM	M4 PAM	CHRM4 antagonist	CHRM4 agonist	CHO-K1 Ca antag	CHO-K1 Ca PAM	CHRM5 agonist
COCCN(C(=O)COC(=O)CCCOc1ccc(OC)cc1)c1c(N)n(Cc2ccccc2)c(=O)[nH]c1=O	6	0.7	-1	-1	-8	1	-6	10	1
CCCN1C(=O)/C(=C/c2cc(C)n(C)c2C)SC1=Nc1ccc(OC)cc1	0	-0.4	-9	-1	-12	1	12	-7	-2
CCN(CC(=O)Nc1ccccc1C(F)(F)F)C(=O)C1CCN(C(=O)Nc2ccccc2)CC1	15	0.1	-12	6	-3	3	-10	15	2
COc1ccc(-c2cc(C(=O)NCC3CCCO3)on2)cc1OC (centres undefined)	13	0.6	-8	7	-11	2	7	2	-3
CC(C)OCCCNC(=O)c1ccc(CN2CCc3ccccc3C2)cc1	-5	0.3	4	3	-10	2	-7	9	-4
Cc1c(O)ccc2cc(S(=O)(=O)c3ccccc3)c(=O)oc12	3	3.8	-8	-9	7	4	-6	-18	4
CC(C)C[C@@H]1NC(=O)N(CCN2CCOCC2)C1=O	8	0.4	0	15	-2	1	7	11	-1
C=CCn1c(SCC(=O)Nc2ccc(F)cc2F)nc2c([nH]c3ccccc32)c1=O	4	0.9	-1	4	2	0	0	7	-1
CCCCCSc1nncc(=O)[nH]1	5	-0.1	-2	-2	4	0	-11	23	1
Cc1ccc(S(=O)(=O)N(CC(=O)N=Nc2c(O)[nH]c3ccccc23)c2cccc(C)c2)cc1	15	1.1	-9	2	-8	4	13	9	-5
c1c[nH]c(CN2CCN(Cc3ncc[nH]3)CC2)n1	11	2.5	4	3	-6	0	-19	24	0
CCN(CC)c1ncnc2c1ncn2[C@H]1CN(Cc2ccc(F)cc2)C[C@@H](CO)O1	-5	1.0	3	-3	0	2	0	-9	1
COc1ccccc1Cc1c(C(C)(C)C)nc2cc(C)c(Br)c(C)n12	3	0.2	-3	-1	-1	0	-24	0	5
O=C1CSC(c2ccccc2)N1CC(O)c1ccc([N+](=O)[O-])cc1 (centres undefined)	-3	4.4	-4	-5	-3	3	-9	20	-1
CC(=O)c1c(OC(=O)c2cccc(Cl)c2)c2ccccc2n1C	6	0.0	-4	-7	0	0	-9	15	-6
O=C(NCCC(=O)N(CCc1ccccc1)Cc1ccccc1)c1ccccc1Cl	10	0.9	-4	-7	5	4	-7	-6	-4
CC1(C)Cc2c(cnn2-c2ccc(F)cc2)C(NC(=O)CCN2CCCCO2)C1 (centres undefined)	6	-0.1	-4	-2	-5	1	-6	9	-4
Cc1cccc(N2CCN(C(=O)CCC(=O)N3Cc4ccccc4Oc4ncccc43)CC2)c1C	-6	8.1	-2	-13	-8	12	-20	12	-3
COc1ccc(CCNC2=C(Cl)C(=O)N(CCc3ccc(OC)c(OC)c3)C2=O)cc1OC	13	7.8	-26	-13	9	16	-1	6	3
O=C(CCN1CCN(c2ccccc2)CC1)NNC(=O)Cc1ccccc1Cl	4	-0.2	-7	10	-2	1	-16	23	-1

Arranged by the number under CHRM4 antagonist (falling): three from the list above
| Structure | CHRM5 antagonist | M5 PAM | M4 PAM | CHRM4 antagonist | CHRM4 agonist | CHRM5 agonist |
| --- | --- | --- | --- | --- | --- | --- |
| O=C(NCCC(=O)N(CCc1ccccc1)Cc1ccccc1)c1ccccc1Cl | 10 | -4 | -7 | 5 | 4 | -4 |
| O=C(CCN1CCN(c2ccccc2)CC1)NNC(=O)Cc1ccccc1Cl | 4 | -7 | 10 | -2 | 1 | -1 |
| c1c[nH]c(CN2CCN(Cc3ncc[nH]3)CC2)n1 | 11 | 4 | 3 | -6 | 0 | 0 |

Further records follow:
SMILES	CHRM5 antagonist	M1 ag parental	M5 PAM	M4 PAM	CHRM4 antagonist	CHRM4 agonist	CHO-K1 Ca antag	CHO-K1 Ca PAM	CHRM5 agonist
Cc1cc(C)n2nc(C(=O)OCC(=O)c3cc(C)n(C)c3C)nc2n1	-8	0.7	3	0	-1	1	0	19	-4
CCCC(NCC(=O)Nc1cc(S(=O)(=O)N2CCOCC2)ccc1OC)c1ccccc1 (centres undefined)	1	3.4	-1	8	0	5	-17	17	0
CN(C)CCNc1c2c(nc3ccccc13)CCC2	6	-0.1	0	-2	3	0	2	-18	0
COc1ccc(CC2S/C(=N/N=C/c3ccccc3O)NC2=O)cc1 (centres undefined)	9	0.4	3	7	1	0	-10	18	0
O=C(Nc1ccnn1C1CCN(C/C=C/c2ccc(F)cc2)CC1)C1CCCC1	-9	1.3	14	-1	-7	2	-5	14	-6
COc1ccc(CCN2C(=S)N(C)C(=O)C2CC(=O)Nc2ccc(OC)cc2)cc1 (centres undefined)	7	4.3	-11	-11	-3	11	1	5	3
Cc1c(C(=O)N2CCOCC2)c(S(=O)(=O)Nc2cccc(C#N)c2)c(C)n1C	7	0.1	0	-1	3	1	0	5	-3
CCCc1cc(=O)[nH]c(SCc2nc3ccc([N+](=O)[O-])cc3[nH]2)n1	0	0.2	2	0	4	0	3	10	0
Cc1ccc(F)c(S(=O)(=O)NC(=O)C2(C)CCN2C(=O)Cc2ccc(-c3ccccc3)cc2)c1 (centres undefined)	-5	-0.4	1	-4	4	0	18	-17	0
CC1(Cc2ccccc2F)C(=O)Nc2c(Cl)ccc(Cl)c21 (centres undefined)	6	-0.5	-6	0	-7	-1	6	6	0
CCNC(=O)Cn1c(=O)c(=O)n(Cc2ccccc2)c2ccc(Cl)cc21	4	0.2	-3	0	7	1	1	12	-2
CC1(C(=O)NS(=O)(=O)c2cccc(F)c2)CCN1C(=O)Cc1ccccc1 (centres undefined)	0	0.0	0	-1	-7	0	16	-13	1
CCOc1ccc(C(=O)C(C)OC(=O)c2cnc(C)cn2)cc1 (centres undefined)	10	0.8	-4	-2	1	0	3	-6	2
c1coc(CN2CN=C(Nc3nc4ccccc4s3)NC2)c1	0	1.4	-6	2	-7	3	0	7	-5
COc1ccc(C(Nc2ccccn2)c2c(NC(=O)c3ccco3)sc(C)c2C)cc1 (centres undefined)	13	0.0	-10	-9	4	-1	-8	27	-5
COc1cc(/C=C2/SC(=S)N(Cc3ccccc3)C2=O)ccc1OS(C)(=O)=O	9	-0.6	-4	-10	10	0	17	-3	-1
Cc1ccc(OC(C)C(=O)N=Nc2c(O)[nH]c3ccc([N+](=O)[O-])cc23)cc1 (centres undefined)	2	3.6	-8	-2	-8	6	-9	19	0

Screening results deposited in PubChem BioAssay by The Scripps Research Institute Molecular Screening Center.
